# Source: PubChem BioAssay
# RXFP1 agonist = activates the human relaxin receptor RXFP1; Potency, µM (titrated, usually from 57.5 µM), inactives show at the highest dose activation, usual class: activators; Q9HBX9; 370,000 compounds, 0.3% hits; HEK293T-RXFP1 cAMP TR-FRET, 30 min; response scale: percent of porcine relaxin response, buffer zero; further: on the % scale 0 is the no-effect control and ±100 the full control effect; nearly all actives have a fitted effect of over 60% in size; many of its hits are not listed in these tables
#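 Agonist response is measured as cAMP accumulation in an RXFP1-transfected HEK293T line under PDE4 inhibition. Values are scaled between buffer-only and 29 nM porcine relaxin, and EC50s come from standard Hill equation fits.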
# TrxR1 substrate = rat thioredoxin reductase 1 substrate activity | O89049 | 390,000 compounds, 0.01% hits | purified TrxR1 substrate turnover, NADPH consumption readout | Potency, µM (series often up to 114 µM), inactives show at the top dose activity change, negative = substrate turnover; further: on the % scale 0 is the no-effect control and ±100 the full control effect; nearly all actives have a fitted effect of over 50% in size
#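 Rat TrxR1, dispensed at 90 nM, was prereduced with 400 uM NADPH (final) for 5 min at ~22 deg C, then incubated with compound 15 min before 400 uM selenite. A first-read NADPH fluorescence drop versus no-compound background flagged substrates.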
# ALOX12 inh = inhibitors of human 12S-lipoxygenase ALOX12; P18054; purified 12hLO, xylenol orange hydroperoxide absorbance; Potency, µM (top dose mostly 108 µM), for the others: top-dose activity change, negative = inhibition, most hits filed as inhibitors; 580,000 compounds, 1.1% hits; AID 1671190; further: on the % scale 0 is the no-effect control and ±100 the full control effect
#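 Hydroperoxide product was detected by ferrous iron/xylenol orange as the 573 to 405 nm absorbance ratio. Arachidonic acid at 40 uM (final) was turned over for 30 min at room temperature by 150 nM human 12hLO, pH 7.0 Hepes buffer, after 15 min compound preincubation.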
# Vif-APOBEC3F blk = blocks the Vif interaction with APOBEC3F | AID 602313 | Potency, µM (highest dose often 46.1 µM), for inactives: at the highest dose activity, negative = active | HeLa A3F-eYFP + Vif (tagged APOBEC3F with the HIV-1 protein that degrades it), YFP fluorescence increase | 390,000 compounds, 0.2% hits; further: % of control where 0% means no effect; nearly all actives have a fitted effect of over 65% in size
#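 Fluorescence increase (Ex 488/Em 500-530) after overnight compound treatment at 37 deg C flags inhibition of Vif-driven A3F-eYFP loss in stable HeLa A3F-eYFP/Vif cells seeded overnight beforehand.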
# IDH1 R132H inh = inhibitors of human mutant IDH1 R132H | O75874 | IDH1-R132H enzyme, NADPH consumption, diaphorase/resazurin fluorescence | Potency, µM (highest dose often 76.6 µM), for inactives: at the highest dose activity change, negative = inhibition, most hits filed as inhibitors | 390,000 compounds, 0.093% hits | AID 602179; further: on the % scale 0 is the no-effect control and ±100 the full control effect; nearly all actives have a fitted effect of over 65% in size
# Target sequence (O75874 whole entry R132H, stated change not applied): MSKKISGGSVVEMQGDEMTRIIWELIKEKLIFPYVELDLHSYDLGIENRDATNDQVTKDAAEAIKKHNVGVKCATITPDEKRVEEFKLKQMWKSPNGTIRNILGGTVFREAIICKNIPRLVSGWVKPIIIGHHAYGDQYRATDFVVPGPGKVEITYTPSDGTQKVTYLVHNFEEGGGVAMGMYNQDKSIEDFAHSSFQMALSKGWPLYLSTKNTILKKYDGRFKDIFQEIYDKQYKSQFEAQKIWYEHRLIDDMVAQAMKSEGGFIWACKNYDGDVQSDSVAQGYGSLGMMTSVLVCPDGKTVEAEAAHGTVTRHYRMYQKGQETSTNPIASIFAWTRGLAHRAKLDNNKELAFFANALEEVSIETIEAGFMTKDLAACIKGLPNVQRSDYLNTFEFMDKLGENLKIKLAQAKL
#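 IDH1-R132H (0.5 ug/mL dispensed) in pH 7.5 Tris buffer was preincubated 30 min with compound, then given a substrate mix of 0.016 mM NADPH and 2 mM alpha-KG for 80 min at room temperature; remaining NADPH was read by diaphorase/resazurin fluorescence.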
# RGS4 inhibitor = blocks human RGS4-accelerated GTP hydrolysis | 390,000 compounds, 0.039% hits | P49798 | AID 504845 | Potency, µM (titrated, usually from 114 µM), for inactives: top-dose activity change, negative = inhibition, hits mostly inhibitors | Transcreener GDP fluorescence polarization, RGS4-accelerated GTP hydrolysis; further: on the % scale 0 is the no-effect control and ±100 the full control effect; nearly all actives have a fitted effect of over 75% in size; some results filed as inactive show a strong effect at the top dose
# Target sequence (P49798 whole entry, looked up): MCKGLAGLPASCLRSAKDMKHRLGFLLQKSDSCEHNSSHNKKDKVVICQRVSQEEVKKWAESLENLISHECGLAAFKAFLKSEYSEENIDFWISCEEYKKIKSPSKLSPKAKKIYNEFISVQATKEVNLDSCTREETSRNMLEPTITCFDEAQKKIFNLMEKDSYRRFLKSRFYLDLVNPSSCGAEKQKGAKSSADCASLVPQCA
#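 MLSMR compounds (23 nl, pin-transferred) preincubated 10 min at room temperature with a 500nM (2x) first reagent, then RGS4 at 900nM (2x) plus Transcreener GDP mix added; fluorescence polarization (620/688 nm) read before and after 90 min at 30 °C.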
# Vif-A3G inh = Vif-A3G binding inhibition; Q9HC16; HeLa A3G-eYFP + Vif (tagged APOBEC3G with the HIV-1 protein that degrades it), YFP fluorescence, overnight; Potency, µM (top dose mostly 46.1 µM), inactives show at the top dose activity, negative = active, hits mostly inhibitors; 410,000 compounds, 0.076% hits;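 further: on the % scale 0 is the no-effect control and ±100 the full control effect; nearly all actives have a fitted effect of over 60% in size; hits raise eYFP signal because A3G escapes Vif-driven loss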
# Target sequence (Q9HC16 whole entry, looked up): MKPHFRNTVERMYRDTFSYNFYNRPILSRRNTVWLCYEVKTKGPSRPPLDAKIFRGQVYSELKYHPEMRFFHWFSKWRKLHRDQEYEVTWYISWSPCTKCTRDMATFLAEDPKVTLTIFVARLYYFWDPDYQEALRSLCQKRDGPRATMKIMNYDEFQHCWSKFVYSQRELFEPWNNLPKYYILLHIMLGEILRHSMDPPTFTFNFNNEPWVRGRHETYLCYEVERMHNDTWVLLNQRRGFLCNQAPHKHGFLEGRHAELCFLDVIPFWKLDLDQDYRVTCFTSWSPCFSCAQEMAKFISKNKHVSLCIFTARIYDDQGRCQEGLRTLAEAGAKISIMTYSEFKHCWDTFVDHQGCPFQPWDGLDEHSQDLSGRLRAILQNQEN
#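 HeLa cells stably expressing Vif and C-terminally eYFP-tagged A3G, seeded overnight at 37 deg C, then exposed to compound by pintool overnight at 37 deg C. Rise in yellow fluorescence (Ex 488/Em 500-530, Acumen) marks blocked Vif-driven A3G degradation.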
# USP1 inh = inhibitors of human USP1/UAF1 deubiquitinase. 390,000 compounds, 0.23% hits. recombinant USP1/UAF1, Ub-Rhodamine cleavage fluorescence. Potency, µM (series often up to 57.1 µM), without a hit: top-dose activity change, negative = inhibition, usual class: inhibitors. O94782; further: on the % scale 0 is the no-effect control and ±100 the full control effect; nearly all actives have a fitted effect of over 60% in size; inactives centre near -12
#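 1 nM enzyme complex + cpd, 15 min RT; start with Ub-Rho 150nM final; kinetic fluorescence ex 480/em 540, 6 reads q60 s. Buffer 50mM HEPES pH 7.8, 0.5mM EDTA, 0.1 mg/ml BSA, 1mM TCEP, 0.01% Tween-20.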
# TrxR1 inh = rat TrxR1 inhibition; O89049; recombinant rTrxR1, NADPH fluorescence consumption, selenite substrate; Potency, µM (doses to about 114 µM), for the others: top-dose activity change, negative = inhibition, most hits filed as inhibitors; 390,000 compounds, 1% hits; AID 588453; further: on the % scale 0 is the no-effect control and ±100 the full control effect; nearly all actives have a fitted effect of over 65% in size
#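 Rat TrxR1 (90 nM in the dispensed reagent) was pre-reduced with 400 uM NADPH for 5 min at room temperature, then incubated with compound for 15 min. After 400 uM selenite was added, NADPH fluorescence (Ex 340/Em 450 nm) was followed for 8 min.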
# Numbers without * were called inactive; ? = inconclusive; . = no result given; & = joins results of further samples; [ ] = another dose, or the depositor's remark. The call rests on the fitted dose curve; in most records, active means well fitted curve in the direction sought with a large enough effect; inconclusive means small, poorly fitted or top-dose-only effect, or another doubt; inactive means no such curve, though single readings can be large; an effect the other way counts as inactive or inconclusive. Potency means the concentration at half of the fitted maximal effect.
SMILES,RXFP1 agonist,TrxR1 substrate,ALOX12 inh,Vif-APOBEC3F blk,IDH1 R132H inh,RGS4 inhibitor,Vif-A3G inh,USP1 inh,TrxR1 inh
CCn1c(Cl)c(C=O)s/c1=N\S(=O)(=O)c1ccccc1,4.3%,-4%,0%,?,-12%,-12%[11.4 µM],?,-18%,1.4µM*
O=C(Nc1nnc(S(=O)(=O)N2CCCC2)s1)c1ccc(F)cc1,0.4%,-2%,-1%,-3%,32%[activator],-10%,1%,-5%,1%
O=C(CNc1n[nH]c(=O)[nH]c1=O)N/N=C/C1CC=CCC1 (stereo not drawn),2.3%,13%,?,-13%,1%,-14%,0%,-1%,25%
Cc1cc(C)cc(C(=O)NCCCN2CCOCC2)c1,-0.9%,7%[57.1 µM],4%,7%,0%,24%,0%,-22%,5%[57.1 µM]
CN1OC[C@@H]2CN[C@H](c3cccc(-c4ccc(C#N)cc4)c3)C[C@@H]21,.,5%,-9%,2%,5%,-5%,-1%,-1%,?
CCCCC(=O)Nc1nc2ccc(C(=O)OC)cc2s1,3.8%,-3%,-7%,1%,-13%,9%,-1%,-14%,3%
COc1ccc(NC(=O)C2CC(=O)N/C(=N/NC(=O)c3ccc(Cl)cc3)S2)cc1 (stereo not drawn),-0.9%,-4%,4%,5%,-8%,-12%,-3%,-16%,9%
COc1c2ccoc2c(OC[C@@H](O)C(C)(C)OC)c2oc(=O)ccc12,4.1%,14%,2%,-1%,-3%,0%,3%,-14%,-8%[57.1 µM]
COc1ccc(C)cc1NC(=O)CSc1ccc(-c2ccccn2)nn1,2.5%&-1.6%,-1%&3%,24%&-7%,-3%&3%,7%&8%,3%&-11%,0%&4%,-3%&-6%,3%&3%
COc1ccc(CCNC(=O)c2ccc(Cn3c(=O)c4ccccc4n(Cc4ccccc4Cl)c3=O)cc2)cc1OC,4.7%,-4%,2%,-14%,-23%,15%,3%,-15%,3%
O=C(NCc1ccco1)C1CCN(c2nnc(-n3cccc3)s2)CC1,1.3%,5%,11%,1%,-5%,-26%,0%,-25%,16%
CC(=O)CC(c1ccccc1)S(=O)(=O)c1ccc(C)cc1 (stereo not drawn),1.2%,1%,0%,1%,-4%,19%,0%,5%,5%
Cc1cc(NCc2ccccn2)nc2ccccc12,-0.2%,16%,29%,0%,-1%,15%,-1%,3%,21%
c1ccc(CC2CCN(c3nc4ccccc4n4nnnc34)CC2)cc1,2.9%,57%,29%,-4%,3%,17%,-6%,-8%,43%[activator][57.1 µM]
O=C(O)CCc1ccc(-c2ccc(Br)cc2)o1,?,4%,45µM*,1%,4%,?,0%,-19%,22µM*
CCOC(=O)c1cc2c(c(CCO)n1)[C@H](CCO)N(S(=O)(=O)C(C)(C)C)C2,.,5%,-9%,-1%,8%,-9%,0%,?,8%
CCNC(=O)COC(=O)c1cc(S(=O)(=O)N2CCCCC2)ccc1C,1.2%,7%,-29%,1%,16%,-18%,0%,-13%,15%
CC(=O)Nc1ccc(NC(=O)c2ccc(COc3ccc(Cl)cc3Cl)o2)cc1,1.5%,-5%,-11%,-11%,-2%,-26%,-11%,-6%,1%
CCCNCc1nnc(-c2ccccc2Cl)o1,1.2%,5%,0%,7%,2%,8%,-10%,-15%,36%[activator]
CC1CC(C)CN(c2nc3c(c(=O)n(C)c(=O)n3C)n2CCSc2ncccn2)C1 (stereo not drawn),1.6%,25%[57.1 µM],37%,-7%,10%,-6%,2%,-16%,14%[57.1 µM]
COc1cc(S(=O)(=O)n2ccc(C)n2)c(OC)cc1Cl,-1.0%,-1%,23%,-7%,2%,-9%,2%,-19%,17%
CCCNC(=O)Cn1c(SCc2ccccc2C)nc2ccncc21,.,-1%,.,.,.,-4%,-5%,.,3%
CSCC[C@H](NC(=O)c1ccc(Br)o1)c1nnc2ccccn12,26%,5%[57.1 µM],7%,7%,-8%,-38%[56.9 µM],-5%,-5%,9%[57.1 µM]
CCOC(=O)C1=C(C)N=C2SC(C)C(=O)N2C1c1ccc(C(=O)OC)cc1 (stereo not drawn),0.4%,-12%,0%,4%,5%,-1%,2%,-9%,1%
O=C(NNC(=O)c1ccc(Cl)nc1)c1ccc(Br)cc1,.,-2%,-15%,?,-5%,21%,-1%,1%,18%

# Compound profiles, as listed above. Screens in order: RXFP1 agonist | TrxR1 substrate | ALOX12 inh | Vif-APOBEC3F blk | IDH1 R132H inh | RGS4 inhibitor | Vif-A3G inh | USP1 inh | TrxR1 inh
# Profile of `c1ccc(CC2CCN(c3nc4ccccc4n4nnnc34)CC2)cc1` : 2.9% | 57% | 29% | -4% | 3% | 17% | -6% | -8% | 43%[activator][57.1 µM]
# Profile of `COc1c2ccoc2c(OC[C@@H](O)C(C)(C)OC)c2oc(=O)ccc12` : 4.1% | 14% | 2% | -1% | -3% | 0% | 3% | -14% | -8%[57.1 µM]
# Profile of `COc1ccc(NC(=O)C2CC(=O)N/C(=N/NC(=O)c3ccc(Cl)cc3)S2)cc1` (stereo not drawn) : -0.9% | -4% | 4% | 5% | -8% | -12% | -3% | -16% | 9%
# Profile of `O=C(Nc1nnc(S(=O)(=O)N2CCCC2)s1)c1ccc(F)cc1` : 0.4% | -2% | -1% | -3% | 32%[activator] | -10% | 1% | -5% | 1%
# Profile of `COc1ccc(CCNC(=O)c2ccc(Cn3c(=O)c4ccccc4n(Cc4ccccc4Cl)c3=O)cc2)cc1OC` : 4.7% | -4% | 2% | -14% | -23% | 15% | 3% | -15% | 3%

# A different layout for some results above:
smiles	RXFP1 agonist	TrxR1 substrate	ALOX12 inh	Vif-APOBEC3F blk	IDH1 R132H inh	RGS4 inhibitor	Vif-A3G inh	USP1 inh	TrxR1 inh
COc1ccc(C)cc1NC(=O)CSc1ccc(-c2ccccn2)nn1	2.5%&-1.6%	-1%&3%	24%&-7%	-3%&3%	7%&8%	3%&-11%	0%&4%	-3%&-6%	3%&3%
COc1ccc(CCNC(=O)c2ccc(Cn3c(=O)c4ccccc4n(Cc4ccccc4Cl)c3=O)cc2)cc1OC	4.7%	-4%	2%	-14%	-23%	15%	3%	-15%	3%

# Further structures follow.
SMILES,RXFP1 agonist,TrxR1 substrate,ALOX12 inh,Vif-APOBEC3F blk,IDH1 R132H inh,RGS4 inhibitor,Vif-A3G inh,USP1 inh,TrxR1 inh
CCOC(=O)c1[nH]c(C)c(C(=O)c2ccc(C)cc2)c1C,8.6%,-4%,-16%,-22%,3%,-6%,?,-7%,5%
Cc1ccc(SCC(=O)OCC(=O)NCc2ccco2)cc1,-0.6%,-9%,?,-15%,5%,-7%,1%,2%,-18%
NS(=O)(=O)c1ccc(NC(=O)COC(=O)COc2ccc(Br)cc2)cc1,-0.6%,-1%,-2%,3%,3%,3%,-3%,-14%,15%
CN(Cc1ccccc1Cl)C(=O)c1cc2ccccc2o1,1.5%,-5%,-6%,-5%,11%,-1%,-1%,-16%,1%
COc1ccc(Cl)cc1NC(=O)CNCC(c1ccccc1)N(C)C (stereo not drawn),2.4%,-7%[57.1 µM],15%,-1%,-2%,1%,0%,-2%,9%
N=c1sccn1CC(=O)Nc1ccccc1-c1ccccc1,-0.5%,10%[57.1 µM],-3%,1%,-5%,6%,0%,0%,3%[57.1 µM]
CCOC(=O)c1c(C)[nH]c(C)c1S(=O)(=O)N1CCN(c2cccc(C(F)(F)F)c2)CC1,2.3%,-8%,-21%,0%,17%,-13%,1%,?,-7%
CCN(CC)C(=S)SC1CCCCN(C(=O)c2ccc(F)cc2)C1=O (stereo not drawn),1.6%,6%[57.1 µM],-1%,-3%,-3%,-13%,-3%,-22%,6%[57.1 µM]
COc1ccc(CSC2=NCCN2)cc1Cl,2.5%,5%,-24%,-6%,8%,7%,-24%,-13%,26%
Cc1cc(C)nc(SCCCNCc2ccc(Br)cc2)n1,0.4%,1%,?,-2%,12%,-18%,1%,-19%,24%
O=C(C1CCCN(S(=O)(=O)c2cccnc2)C1)N1CCn2c1nc1ccccc12 (stereo not drawn),1.6%,5%[57.1 µM],453%[activator],1%,-9%,-24%,2%,0%,1%[57.1 µM]
Cc1nc2ccccc2n1CC(=O)OCC(=O)NC1CC1,-0.7%,6%[57.1 µM],2%,-14%,3%,15%,0%,-14%,29%[57.1 µM]

# This is a subset; rates above refer to the full screens.
